Screening results: PubChem, several laboratories
Platelet DG rel – inhibitors of platelet dense granule secretion, primary screen, cell-based, MLPCN, human platelets | hit rate 0.22% among 300,000 | inhibition, %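 (compounds screened at 7.5 µM in platelet-rich plasma)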 | human platelet-rich plasma, SFLLRN dense granule ATP release, luminescence;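 active means mean replicate score, as percent of positive control, at or above 50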
HSF1 inhib – HSF1 inhibitors in luciferase reporter cells, primary screen, cell-based, NIH3T3, luminescence. AID 2098, 2009. activity change, negative = inhibition, % at 7.5 µM (by protocol). NIH3T3-HGL HSE-luciferase, MG132-induced, luminescence 8 h; stronger effect = lower value. hit rate 0.77% among 300,000;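 active means more than half of replicate wells show activity change below -50%, luminescence cut by over half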;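 further: luciferase reports HSF-1 transcriptional activity via heat shock element; 0% = median of DMSO wells and -100% = zero luminescence signal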
aSyn 5UTR inh – MLPCN primary screen, SNCA 5' untranslated region; alpha-synuclein 5'UTR reporter, inhibitor activity; inhibition, % (tested at 7.5 µM); hit rate 0.82% among 300,000; in the data active means inhibition above about 60%;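 further: H4 neuroglioblastoma cells stably carrying SNCA 5'UTR luciferase fusion; 0% = DMSO wells and 100% = positive control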
SKKanGAS inh – S. pyogenes SKKanGAS growth inhibitors in kanamycin, primary screen, streptokinase expression inhibitor project, SKKanGAS strain, BacTiter-Glo luminescence. 6 h. inhibition, % at 7.5 µM. hit rate 1.3% among 300,000. AID 1662, 2009;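 active means mean replicate score, as percent of positive control median, at least 50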;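 further: strain carries kanamycin resistance gene driven by streptokinase promoter and grows in 40 µg/ml kanamycin; loss of luminescence reflects streptokinase promoter inhibition or plain growth inhibition; 0% = median of DMSO wells and 100% = positive control at its reference dose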
HIF activator – HIF pathway transcriptional activators, primary screen, cell-based, U2OS HRE-luciferase, luminescence; activation, % at 7.5 µM (by protocol); U2OS HRE-luciferase reporter; normalized: DMSO 0%, desferrioxamine 100%; hit rate 0.32% among 300,000;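 active means mean activation of at least 10% of the iron chelator positive control signal, with at least half of replicates also reaching 10%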
KLF5 inhibitor – KLF5 expression inhibitors, primary screen, DLD-1 cells, luminescence; DLD-1 KLF5 promoter-luciferase reporter; inhibition, % at 5 µM; hit rate 0.23% among 290,000;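 active means inhibition above a per-plate limit of that plate's mean compound inhibition plus 3 SD, cut at about 60% in these data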;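 further: 0% = DMSO wells and 100% = LY294002 at 200 µM; higher means less KLF5 promoter-driven luciferase light; inactives centre near -14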
IEC-6 tox – cytotoxicity in IEC-6 intestinal epithelial cells, primary screen, cytotoxicity control for KLF5 inhibitor project, cell-based, luminescence. IEC-6 cytotoxicity, luminescence viability. hit rate 0.78% among 290,000. inhibition, % at 5 µM. AID 1825, 2009; in the data active means inhibition above about 22%;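 further: 0% = plate median of test compound wells and 100% = cytotoxic reference compound wells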
HSF1 activator – HSF-1 activators, primary screen, NIH3T3-HGL cells, MG132 stress, luminescence, single point; NIH3T3-HGL HSF-1 luciferase reporter, 8 h; 100% = twice DMSO control signal; activation, % at 9 µM; hit rate 1.7% among 300,000; AID 504408, 2011;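 active means mean replicate activation of at least 50% with a set share of replicates each reaching 50%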;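 further: 0% = median of the neutral control wells and 100% = twice that signal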
AI-2 QS mod – Vibrio harveyi AI-2 quorum sensing modulators, primary screen, JMH597 strain, luminescence/OD600 ratio. Vibrio harveyi JMH597 AI-2 luminescence/OD600 ratio, 9 h; stronger effect = lower value; strain lacks LuxN and CqsS sensors; 0 = neutral-control median. hit rate 0.4% among 300,000. activity change, % at 7.5 µM; in the data active means activity change below about -75%, passing the limit was not always enough;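 further: luminescence divided by OD600 gain over 9 h not by final OD600 alone; inactives centre near 13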
HSP90 refold inh – HSP90 inhibitors, primary screen, cell lysate, luminescence | inhibition, % at 5.6 µM | AID 1789, 2009 | Rabbit reticulocyte lysate, luciferase refolding luminescence, 3 h | hit rate 0.91% among 290,000 | Heat shock protein HSP 90 (rabbit reticulocyte lysate; luciferase refolding);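 active means inhibition above the screen-wide mean plus 3 SD, computed separately per campaign, cut at about 16% in these data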;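 further: 0% = DMSO wells and 100% = 60 µM geldanamycin wells; inhibitors lower the luminescence because luciferase stays unfolded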
* marks the source's active call; other numbers are inactive results; x = no result given. An unsorted share of the library; overall some 6% were active at least once.

SMILES	Platelet DG rel	HSF1 inhib	aSyn 5UTR inh	SKKanGAS inh	HIF activator	KLF5 inhibitor	IEC-6 tox	HSF1 activator	AI-2 QS mod	HSP90 refold inh
CCn1c(N2CCN(C(=O)/C=C/c3ccccc3)CC2)nc2ccccc21	5	-1	0	-10	-0.1	12	2	8	15	1
Cc1oc(=O)c(NC(=O)c2ccccc2)cc1C(C)O (stereo not given)	7	7	-19	6	-0.4	2	4	9	14	-1
O=C(Nc1ccc([N+](=O)[O-])cc1)Nc1ccc(N2CCOCC2)c2nonc12	4	-7	16	9	0.4	-15	0	9	-13	-4
COC(=O)c1ccc2c(=O)n(Cc3ccco3)c(SCC(=O)Nc3cc(C)on3)nc2c1	8	9	20	-5	-1.1	-6	-3	15	1	2
CC(C)(Oc1ccc(Cl)cc1)C(=O)OCC(=O)N1CCN(c2ccccc2)CC1	1	4	-3	-2	-1.2	x	x	-1	18	x
COc1cc([N+](=O)[O-])cc2sc(NC(C)=O)nc12	9	0	-7	1	-0.4	-6	7	-5	15	7
Cc1cc(NC(=O)NC(C)(C(F)(F)F)C(F)(F)F)no1	-2	-7	3	-2	-0.8	-1	-1	1	18	1
Cc1cc(-c2nnc(CCC(=O)NC(c3ccccc3)c3ccccc3)o2)no1	3	10	-54	4	4.3	-64	-3	28	5	-3
Cc1ccccc1CN1[C@@H]2c3ccccc3C[C@@H]2OCCS1(=O)=O	9	-11	11	1	0.3	12	-4	-9	-6	-3
O=C(CCc1c[nH]c2ccccc12)NCCc1ccc(O)cc1	1	1	-4	-2	1.7	-2	3	-6	-4	2
Cc1c(NC(=O)CN2CCN(c3ccc(O)cc3)CC2)c(=O)n(-c2ccccc2)n1C	-3	-6	-9	7	-0.2	-26	0	11	15	5
CC(C)n1c(NCc2nc3ccccc3n2C)nc2ccccc21	6	0	-1	9	0.2	-14	0	-7	6	1
O=C(Nc1ccc(Cl)cc1)c1cc(Br)ccc1OCC(=O)N1CCOCC1	7	3	-16	13	-0.4	12	9	0	18	5
CCCCOCCCN1CC(=O)N2[C@@H](Cc3c([nH]c4ccccc34)C2(C)C)C1=O	-4	29	27	7	-23	-19	2	70*	16	2
CSc1ccc(NC(=O)CC(C)=O)cc1	2	3	-31	-1	-0.1	-11	-4	6	7	-2
CS(=O)(=O)NCCSc1cc(C(F)(F)F)nc2ccccc12	-1	-6	4	2	0.1	-14	3	-9	20	-1
COc1cccc(-c2nc(-c3ccccc3)no2)c1	8	-2	-60	5	-0.3	-11	4	20	-2	-6
COc1ccccc1C(=O)Nc1ccc(S(=O)(=O)N2CCCCC2)cc1	2	-13	-12	-2	-1.3	0	1	-21	22	0
CC[n+]1ccc(/C=C/c2c[nH]c3ccccc23)cc1	-1	-9	4	0	2.4	-29	1	-11	13	4
Cc1ccc(-c2ccc(SCC(=O)Nc3ccc4c(c3)OCCO4)nn2)cc1	-24	-2	-98	6	1.5	-15	4	23	26	-5
COCCNC(=S)N(CCN(C)C)Cc1cc2cc3c(cc2[nH]c1=O)OCO3	-5	5	-10	-4	-1.2	-3	2	24	26	-1
O=C(NCCc1ccccc1)C1CCN(C2CCN(C(=O)CC3=CCCCC3)CC2)CC1	12	1	-22	2	-0.3	-16	0	3	12	-1
CCc1nnc(NC(=O)CSc2nnc(-c3ccccc3OC)n2-c2ccc(C)cc2)s1	-1	7	24	3	-1.3	-42	-3	18	19	2
O=C(CSc1ccc(-c2cccs2)nn1)Nc1ccccc1F	2	10	-37	-7	1.0	-13	0	-3	32	-1
Cc1ccc(NC(=O)C2CC(=O)N/C(=N/NC(=O)c3ccc(C)cc3)S2)cc1 (stereo not given)	-39	-6	0	9	-0.2	-2	-2	2	48	0
SMILES	Platelet DG rel	HSF1 inhib	aSyn 5UTR inh	SKKanGAS inh	HIF activator	KLF5 inhibitor	IEC-6 tox	HSF1 activator	AI-2 QS mod	HSP90 refold inh
O=C(N/N=C/c1cccc(O)c1)N/N=C/c1cccc(O)c1	13	-2	15	-11	-0.7	9	2	-1	27	-1
CCOc1ccc(CCNC(=O)CCc2nc(-c3ccc(C)cc3)no2)cc1OCC	-4	13	15	0	-0.4	2	-2	40	18	0
C(#CCN1CCOCC1)COC(c1ccccc1)c1ccccc1	-1	-16	-14	5	0.8	-10	-7	12	11	-2
O=C(CCCN1C(=O)[C@H]2CC=CC[C@H]2C1=O)NCc1nc(-c2ccc(Cl)cc2)no1	31	3	17	-6	0.1	-27	-5	2	-2	-8
CCN1C(=O)[C@H]2[C@@H](c3ccc(C)cc3)N3C(=O)N(c4cccc(Br)c4)C(=O)[C@@]3(CC)[C@H]2C1=O	-3	-6	5	-3	-1.1	x	x	-11	20	x
O=C(CNC(=O)c1cccnc1)N/N=C/c1ccc(O)cc1O	7	-11	1	-3	-24	-19	-5	11	14	-8
CC(C)(C)NC(=O)NC(=O)CN1CCN(c2ncc(C(F)(F)F)cc2Cl)CC1	-1	-2	10	-3	-0.4	-21	0	28	17	-2
Cc1ccsc1C(=O)Nc1ccc(O)c(-c2nc3ccccc3s2)c1	-14	2	-2	-13	-0.3	-16	5	-1	9	1
Cc1ccccc1C(=O)N1N=C(c2cccc(NS(C)(=O)=O)c2)CC1c1cccs1 (stereo not given)	2	-7	21	5	0.3	5	6	-26	24	-1
COc1cc(/C=N\NC(=O)c2cccc(Cl)c2)ccc1Oc1ccc([N+](=O)[O-])cn1	13	2	-5	11	0.0	13	-6	3	5	2
CC[C@H](C)[C@@H](CN[C@H](CCCCNC)CNC)NCC1CCCC1	-2	6	-38	-2	2.5	-10	-4	13	-6	-8
Cc1ccc(C)c(N2CCN(C3CCCCC3NS(=O)(=O)c3ccccc3)CC2)c1 (stereo not given)	-3	1	14	8	x	1	-10	6	41	1
CNC(=O)c1c[nH]c2ccc(S(=O)(=O)Nc3ccccc3F)cc2c1=O	-3	1	-15	2	-0.6	2	4	11	2	2
COc1ccc([N+](=O)[O-])cc1NC(=O)c1ccc(CN(c2ccccc2)S(C)(=O)=O)cc1	1	-6	14	3	-0.7	3	-9	-6	29	11
CC(=O)NCCNc1nc2c(-c3cccc(C(F)(F)F)c3)nnn2c2ccccc12	-9	-4	9	12	0.5	-36	-2	-1	26	5
CCOC(=O)CN(C(=O)CSc1nnc(COc2ccc(OC)cc2)n1CC)c1ccccc1	0	4	-26	-8	-0.4	-21	0	-8	19	5
O=C1C(=O)N(CC2COc3ccccc3O2)c2ccccc21 (stereo not given)	5	5	-13	-3	-0.9	-3	66*	30	21	-3
Cc1nc2cc(N3CCOCC3)c(NC(=O)C3CC3)cc2c(=O)n1Cc1ccccc1	8	-16	0	1	0.1	8	0	-6	20	-1
COc1ccc(-c2nn(-c3ccccc3)cc2C(=O)O)cc1	12	0	-9	2	-0.3	-61	-2	2	32	4
COCCN(C(=O)c1snc(C(N)=O)c1N)C(C(=O)NC1CCCCC1)c1ccc(F)cc1 (stereo not given)	-8	5	-11	-1	-38	-52	-5	9	10	4
CS(=O)(=O)N1CCN(c2ccc([N+](=O)[O-])c(NCc3cccnc3)c2)CC1	5	3	-1	-4	0.6	-8	-3	-2	24	-3
CC(C)CC(=O)N1CCN(Cc2ccc(Cl)cc2)CC1	-11	2	11	-1	0.2	-27	5	17	1	1
COc1ccc(C(=O)C2CN(c3ccccc3)CC2c2ccc(Cl)cc2)cc1 (stereo not given)	-17	6	34	5	-0.3	-19	0	-18	-8	1
Cc1ccc(S(=O)(=O)CC(=O)N2CCCCCC2)cc1	-6	5	13	6	0.6	-11	0	-2	13	-8
CN(Cc1cn(C)nc1-c1ccccc1F)C1CCOC1 (stereo not given)	-2	-4	-4	-1	0.1	-7	-9	-7	-1	1

Structures above with a Cl atom:
SMILES	Platelet DG rel	HSF1 inhib	aSyn 5UTR inh	SKKanGAS inh	HIF activator	KLF5 inhibitor	IEC-6 tox	HSF1 activator	AI-2 QS mod	HSP90 refold inh
CC(C)(Oc1ccc(Cl)cc1)C(=O)OCC(=O)N1CCN(c2ccccc2)CC1	1	4	-3	-2	-1.2	x	x	-1	18	x
O=C(Nc1ccc(Cl)cc1)c1cc(Br)ccc1OCC(=O)N1CCOCC1	7	3	-16	13	-0.4	12	9	0	18	5
O=C(CCCN1C(=O)[C@H]2CC=CC[C@H]2C1=O)NCc1nc(-c2ccc(Cl)cc2)no1	31	3	17	-6	0.1	-27	-5	2	-2	-8
CC(C)(C)NC(=O)NC(=O)CN1CCN(c2ncc(C(F)(F)F)cc2Cl)CC1	-1	-2	10	-3	-0.4	-21	0	28	17	-2
COc1cc(/C=N\NC(=O)c2cccc(Cl)c2)ccc1Oc1ccc([N+](=O)[O-])cn1	13	2	-5	11	0.0	13	-6	3	5	2
CC(C)CC(=O)N1CCN(Cc2ccc(Cl)cc2)CC1	-11	2	11	-1	0.2	-27	5	17	1	1
COc1ccc(C(=O)C2CN(c3ccccc3)CC2c2ccc(Cl)cc2)cc1 (stereo not given)	-17	6	34	5	-0.3	-19	0	-18	-8	1

With a hit mark in HSF1 activator, of those listed so far:
molecule | Platelet DG rel | HSF1 inhib | aSyn 5UTR inh | KLF5 inhibitor | HSF1 activator | AI-2 QS mod | HSP90 refold inh
CCCCOCCCN1CC(=O)N2[C@@H](Cc3c([nH]c4ccccc34)C2(C)C)C1=O | -4 | 29 | 27 | -19 | 70* | 16 | 2

(cont.)
SMILES	Platelet DG rel	HSF1 inhib	aSyn 5UTR inh	SKKanGAS inh	HIF activator	KLF5 inhibitor	IEC-6 tox	HSF1 activator	AI-2 QS mod	HSP90 refold inh
Cc1nn(CC(=O)Nc2cccc(Cl)c2)c(=O)c2cc(-c3ccccc3)nn12	4	4	28	-9	0.5	-23	-13	2	9	-8
Clc1cccc(OCc2nc(-c3ccncc3)no2)c1	9	7	-39	2	0.4	0	3	29	-88*	-1
O=C(OCc1nnc(-c2ccccc2)o1)c1cc2ccccc2cc1O	-2	1	-29	-14	1.2	-7	6	-13	4	3
C=CCn1c(C)cc(C(=O)COc2ncnc3sccc23)c1C	-13	-6	-22	-2	0.4	-117	0	-11	30	18*
CNC(=S)N(CCc1c(C)[nH]c2ccc(C)cc12)Cc1ccco1	15	20	-32	4	0.0	1	3	8	6	-5
C/C(=N\Nc1nc2ccccc2s1)c1cccs1	3	1	-25	50*	-0.3	-169	6	26	11	-4
